High-throughput results as filed in PubChem.
ROMK primary – modulators of human ROMK potassium channel | AID 1918 | P48048 | Tet-inducible ROMK, thallium flux fluorescence; actives lie on both sides | hit rate 2% among 130,000 | B-score at 10 µM;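 active = signal ratio slope over the read window, or its plate-corrected B-score, at least 3 SD from the plate mean, either direction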;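 also: B-score of the F/F0 ratio slope over 7 to 12 s after thallium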
Target sequence (P48048 whole entry, looked up): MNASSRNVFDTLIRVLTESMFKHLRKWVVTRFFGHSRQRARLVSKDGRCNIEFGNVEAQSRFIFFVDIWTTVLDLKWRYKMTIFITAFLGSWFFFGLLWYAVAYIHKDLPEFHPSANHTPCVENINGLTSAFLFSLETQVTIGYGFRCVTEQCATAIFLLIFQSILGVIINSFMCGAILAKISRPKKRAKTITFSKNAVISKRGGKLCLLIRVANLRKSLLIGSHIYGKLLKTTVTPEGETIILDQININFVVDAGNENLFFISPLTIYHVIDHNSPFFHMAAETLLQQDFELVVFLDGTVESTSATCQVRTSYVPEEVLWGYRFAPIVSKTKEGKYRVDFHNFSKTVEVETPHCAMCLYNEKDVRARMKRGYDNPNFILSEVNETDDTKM
Diaphorase act – activates diaphorase or chemically reduces, flagging diaphorase assay artifacts; Diaphorase/resazurin coupled assay, resorufin fluorescence, 16 min; hits give high values; 1 = vehicle wells, 0 = NADH-free wells; activation factor at 20 µM; hit rate 0.005% among 190,000; AID 1229;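 active = diaphorase activity raised at least twofold by the compound at 20 µM; inactive = activation factor below 2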
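Material: Purified diaphorase enzyme from Clostridium kluyveri | Buffer or medium: 50 mM HEPES pH 7.4 with 4.542 mM MgCl2, 0.005% Tween 20 | Times: 16 min enzyme reaction, ambient temperature | Signal: Red resorufin fluorescence at 544/590 nm excitation/emission | Measure: Increased resorufin signal from activators or reducing compounds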
PMI act – phosphomannose isomerase (human) activation | activation factor at 20 µM | purified human PMI, coupled resazurin fluorescence, 20 min; hits give high values; 1 = vehicle control, 0 substrate-free wells | hit rate 0.005% among 190,000 | AID 1214 | P34949;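 active = activation factor of 2 or more at 20 µM, relative to plate controls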
S1P3 antag – blocks the human S1P3 receptor | Q99500 | CHO S1P3 NFAT-BLA reporter, FRET fluorescence, antagonist mode | inhibition, % at 4.98 µM | hit rate 0.27% among 170,000 | AID 485;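 active = inhibition above the plate cutoff, the mean inhibition of test wells on that plate plus 3 SD, cut at about 28% in these data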;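 also: cells challenged with S1P at its EC80 of 0.8 µM; blue over green emission ratio from cleaved BLA substrate after 4 h stimulation; 0% = S1P-stimulated wells and 100% = unstimulated DMSO-only wells; some compounds past the cut are filed as inactive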
Target sequence (Q99500 whole entry, looked up): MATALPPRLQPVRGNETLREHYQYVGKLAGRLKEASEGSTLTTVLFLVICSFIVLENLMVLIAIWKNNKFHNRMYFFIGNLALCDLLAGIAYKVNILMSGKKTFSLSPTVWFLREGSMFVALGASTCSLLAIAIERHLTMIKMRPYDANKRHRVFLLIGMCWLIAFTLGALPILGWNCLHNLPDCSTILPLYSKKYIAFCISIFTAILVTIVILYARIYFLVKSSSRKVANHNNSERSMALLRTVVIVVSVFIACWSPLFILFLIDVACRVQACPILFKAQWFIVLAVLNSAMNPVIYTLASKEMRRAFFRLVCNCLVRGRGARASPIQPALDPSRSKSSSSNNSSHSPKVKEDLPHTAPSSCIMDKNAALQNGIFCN
Diaph inh CS – inhibits diaphorase or chemically oxidizes, flagging diaphorase assay artifacts. diaphorase resazurin-to-resorufin fluorescence, NADH, 16 min; bacterial (C. kluyveri) enzyme, not human. inhibition, % at 20 µM. hit rate 0.69% among 190,000. AID 1217;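 active = primary screen inhibition at 20 µM above a set limit, cut at about 50% in these data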;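 also: plate controls were DMSO with full reaction for no effect and wells lacking NADH for full effect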
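Assay system: diaphorase enzyme from Clostridium kluyveri; Input: enzyme working solution with 0.14 U/mL diaphorase; Timing: 16 min at room temperature; Technique: resorufin fluorescence, excitation 544 nm, emission 590 nm; Benchmarks: positive control minus NADH, DMSO neutral control.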
TR-FRET SRC-2 ct – flags TR-FRET format artefacts in PPARgamma SRC-2 recruitment agonist screen | TR-FRET artefact counter-screen; hits give high values | TR-FRET ratio at 8 µM | hit rate 0.4% among 200,000; in the data active = TR-FRET ratio above about 2000; also: inactives centre near 1500
G6PDH CS – L. mesenteroides G6PDH inhibition counter-screen. Purified L. mesenteroides G6PDH, diaphorase/resazurin coupled fluorescence, 45 min. inhibition, % at 5 µM. hit rate 0.12% among 200,000; in the data active = inhibition above about 50%
PMI act satM6P – increases human PMI activity with near-saturating mannose 6-phosphate; P34949; coupled PMI enzyme assay, resazurin fluorescence, 20 min; hits give high values; 1 = untreated enzyme, 0 = substrate-free blank; activation factor at 20 µM; hit rate 0.34% among 190,000;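 active = activation factor of 2 or more at 20 µM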
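Material: human phosphomannose isomerase with PGI, G6PDH, diaphorase coupling enzymes; amount: PMI at 15 ng/mL final; also added: Mannose-6-phosphate 1.0 mM (near-saturating) plus 0.22 mM NADP+; incubation: enzyme reaction with compound 20 min at room temperature; signal: resorufin fluorescence (Ex 544/Em 590 nm) from resazurin via diaphorase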
PPARg SRC3 recr – PPARgamma-driven SRC-3 recruitment agonism. P37231. biochemical PPARgamma/SRC-3 coactivator recruitment assay. activation, % at 8 µM. hit rate 0.26% among 200,000. AID 731; in the data active = activation above about 23%;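 also: 0% = DMSO and 100% = reference agonist; some compounds past the cut are filed as inactive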
PPARg SRC2 recr – agonists of SRC-2 recruitment by human PPARgamma; P37231; PPARgamma LBD-SRC-2 recruitment, biochemical; activation, % at 8 µM; hit rate 0.34% among 200,000; AID 1032; in the data active = activation above about 22%;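 also: 0% = vehicle and 100% = reference agonist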
PPARg SRC-1 ag – promotes SRC-1 coactivator recruitment by human PPARgamma; activation, % at 8 µM; hit rate 0.41% among 200,000; P37231; PPARgamma-SRC-1 coactivator recruitment biochemical assay; AID 631; in the data active = activation above about 19%;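 also: 0% = DMSO and 100% = reference agonist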
* marks the source's active call; other numbers are inactive results; x = not tested or not shown.

SMILES | ROMK primary | Diaphorase act | PMI act | S1P3 antag | Diaph inh CS | TR-FRET SRC-2 ct | G6PDH CS | PMI act satM6P | PPARg SRC3 recr | PPARg SRC2 recr | PPARg SRC-1 ag
CC(C(=O)NCCS(=O)(=O)c1ccc(Cl)cc1)S(=O)(=O)c1ccc(Cl)cc1 (stereo not given) | 0.015 | 0.9 | 1.2 | -1 | 6 | 1552 | -1 | 1.1 | 1 | -3 | -2
O=C(C[n+]1ccsc1)c1ccccc1 | x | 1 | 1.1 | 11 | -3 | 1572 | 1 | 1.1 | -3 | -1 | 7
O=C(c1cccc(S(=O)(=O)N2CCOCC2)c1)N1CCOCC1 | x | 0.9 | 1 | 4 | 8 | 1359 | 3 | 1.1 | 3 | -2 | 1
CC(C)(C)c1ccc(-c2nnc(SCCC#N)n2C2CCCC2)cc1 | x | 0.8 | 0.8 | 4 | 22 | 1633 | 18 | 0.8 | 15 | -7 | -1
COC(=O)c1cc2c(C)cc3ccc(C)cn3c-2c1C(=O)OC | -0.83 | 0.8 | 1.1 | x | 20 | 2394* | 6 | 1.4 | 47* | 41* | 26*
C#CCN1C(=O)S/C(=C/C=C/c2ccc(N(C)C)cc2)C1=O | 0.49 | 0.8 | 1 | -6 | 25 | 1535 | 1 | 0.7 | 6 | 5 | -3
CCOc1ccc(C(C)NC(=O)CCC(=O)O)cc1 (stereo not given) | x | 0.8 | 1 | -23 | 16 | 1569 | -2 | 1 | -2 | 7 | -2
Cc1nn(Cc2cccc3ccccc23)c(C)c1NC(=O)c1cccnc1 | 0.33 | 0.9 | 0.9 | 27 | 8 | 1521 | 9 | 0.9 | 1 | 8 | 2
Cn1c(Cc2cccs2)nnc1SCC(=O)N1CCc2ccccc21 | x | 0.9 | 0.8 | 15 | 11 | 1519 | 2 | 0.8 | 12 | 0 | -6
CC(=O)c1ccc(-c2nc3c4ccccc4ccn3c2C(C)=O)o1 | -0.13 | 0.9 | 1 | 36 | 10 | 1566 | 3 | 1 | 8 | -2 | 9
CCCOc1ccc(C(=O)NCC(c2cccs2)N(C)C)cc1 (stereo not given) | -0.4 | 1.1 | 1 | -1 | -7 | 1770 | 3 | 1.1 | 2 | 0 | 5
COc1cccc2cc(C(=O)N3CCN(c4ccccc4F)CC3)c(=O)oc12 | -0.22 | 1 | 1 | x | 3 | 1569 | 6 | 1 | 5 | 10 | -7
O=[N+]([O-])c1ccc(Cl)c(/C=N/N2CCN(Cc3ccc(Cl)cc3)CC2)c1 | -0.88 | 0.9 | 0.8 | x | 15 | 1623 | 3 | 0.9 | 10 | 4 | 4
Cc1cc(NS(=O)(=O)c2ccc(C3CCCCC3)cc2)no1 | x | 0.9 | 0.9 | -4 | 10 | 1502 | 7 | 1 | -5 | 6 | -1
Cc1cccc(OCCn2c(=O)oc3ccc(C)cc32)c1 | -2.3 | 0.8 | 0.9 | 5 | 18 | 1588 | 17 | 0.9 | 7 | 5 | 8
O=C1NC(c2cccc(Cl)c2)Nc2ccccc21 (stereo not given) | 2.8 | 0.9 | 1 | 15 | 9 | 1540 | 9 | 1 | 4 | 5 | 0
CN1CCc2c(sc(/N=C/c3ccco3)c2C(N)=O)C1 | x | 0.8 | 0.8 | 15 | 21 | 1689 | 1 | 0.7 | -1 | 4 | 4
CC(C)Cn1cnc2c1c(=O)n(CC(O)c1ccccc1)c(=O)n2CC(C)C (stereo not given) | 0.088 | 1 | 1 | x | -5 | 1592 | 9 | 1.1 | 3 | 3 | 0
Cc1ccc(S(=O)(=O)N/N=C\c2ccc(C)o2)cc1 | x | 0.9 | 1.1 | x | 7 | 1467 | -6 | 1 | -6 | 2 | 5
COc1ccccc1NC(=O)Cn1nnc(-c2ccccc2NC(=O)c2cnccn2)n1 | -0.37 | 1.1 | 1.2 | -15 | -10 | 1494 | 7 | 1.2 | -4 | -1 | 3

Reprinted from the part before: four entries; new compounds follow.
SMILES | ROMK primary | Diaphorase act | PMI act | S1P3 antag | Diaph inh CS | TR-FRET SRC-2 ct | G6PDH CS | PMI act satM6P | PPARg SRC3 recr | PPARg SRC2 recr | PPARg SRC-1 ag
CN1CCc2c(sc(/N=C/c3ccco3)c2C(N)=O)C1 | x | 0.8 | 0.8 | 15 | 21 | 1689 | 1 | 0.7 | -1 | 4 | 4
CC(C)Cn1cnc2c1c(=O)n(CC(O)c1ccccc1)c(=O)n2CC(C)C (stereo not given) | 0.088 | 1 | 1 | x | -5 | 1592 | 9 | 1.1 | 3 | 3 | 0
Cc1ccc(S(=O)(=O)N/N=C\c2ccc(C)o2)cc1 | x | 0.9 | 1.1 | x | 7 | 1467 | -6 | 1 | -6 | 2 | 5
COc1ccccc1NC(=O)Cn1nnc(-c2ccccc2NC(=O)c2cnccn2)n1 | -0.37 | 1.1 | 1.2 | -15 | -10 | 1494 | 7 | 1.2 | -4 | -1 | 3
CSC1=C(C#N)C(c2ccc3c(c2)OCO3)C2=C(CCCC2=O)N1 (stereo not given) | x | 0.9 | 1 | x | 10 | 1574 | 15 | 1 | -1 | -1 | -1
COc1cccc(/C(O)=C/c2nc3ccc(C(=O)NCCc4cccc(C)c4)cc3[nH]c2=O)c1 | x | 0.8 | 1 | -7 | 15 | 1493 | -20 | 1.1 | -3 | 6 | 14
CCCN1C(=O)C(NS(=O)(=O)c2ccc(N)cc2)(C(F)(F)F)C(C(=O)OC)=C1C (stereo not given) | x | 1 | 1 | -10 | 3 | 1506 | 11 | 1.1 | 0 | 8 | 6
CC(C)(C)NCc1ccc(OCc2cccs2)cc1 | -0.58 | 1.1 | 1.1 | -8 | -7 | 1653 | 4 | 1 | 2 | 5 | 10
Cc1cc(C)n(CCN(C)c2nc3nonc3nc2N2CCCCC2)n1 | 2 | 1 | 1 | 2 | -2 | 1716 | 4 | 1 | -2 | 10 | 8
COc1cccc(C(=O)NCCSc2ccc(C)cc2)c1 | x | 0.9 | 1.2 | 9 | 6 | 1605 | 24 | 1.2 | 5 | 7 | 5
Cc1ccc(C(=O)O/N=C(\N)c2ccc(Br)cc2)cc1C | 0.098 | 1 | 0.9 | x | 2 | 1491 | 9 | 1 | -1 | -3 | -3
COc1ccc(Oc2nnc(C)c3ccccc23)cc1 | -0.047 | 0.9 | 1.1 | x | 6 | 1395 | -5 | 1.1 | 2 | -1 | 2
CCN(CC)C(=O)c1ccc(C(=O)c2ccccc2)cc1 | -0.25 | 0.9 | 1 | x | 11 | 1685 | -2 | 1 | 12 | 4 | 2
CCOC(=O)c1c(C)nc(C)c(C(=O)OCC)c1-c1ccc(Br)cc1 | x | 0.8 | 0.9 | 12 | 15 | 1657 | -12 | 0.9 | 3 | 5 | -2
Cc1onc(-c2ccccc2)c1C(=O)OCC(=O)c1ccccc1 | -1.5 | 0.9 | 0.9 | 8 | 15 | 1474 | 2 | 0.9 | -1 | -8 | -3
C=CCNC(=O)C(=O)NCCOc1ccccc1Cl | x | 1 | 1.2 | 10 | 2 | 1532 | 6 | 1.1 | -6 | 2 | 1
CC(NC(=O)NCCCC(=O)O)(C(F)(F)F)C(F)(F)F | 1.4 | 0.8 | 0.9 | x | 20 | 1431 | 1 | 1 | -9 | -7 | 1
CC(=O)Nc1cccc(NC(=O)CCc2ccccc2)c1 | 0.51 | 1.1 | 1 | x | -6 | 1430 | 13 | 1.1 | 1 | -7 | 0
CCCn1c(SCC(=O)NC(C)(C)C)nnc1-c1ccco1 | 0.62 | 0.9 | 1 | -22 | 10 | 1255 | 6 | 1 | 1 | -1 | -2
COc1cccc(C2C(C#N)=C(N)Oc3c2oc(CO)cc3=O)c1OC (stereo not given) | x | 0.9 | 1 | -15 | 12 | 1578 | 0 | 0.9 | 5 | 6 | 9
Cc1ccc(NC2=C(N3CCCCC3)C(=O)c3ccccc3C2=O)cc1 | x | 0.9 | 1.1 | x | 12 | 1647 | 56* | 0.9 | -1 | 8 | 5
O=C(NCCc1ccccc1)C1CCN(S(=O)(=O)N2CCCCCC2)CC1 | x | 1 | 1 | 8 | 0 | 1699 | 6 | 1.1 | 7 | 12 | 5
N#CCCn1c(C(C#N)(CCC#N)CCC#N)nc2ccccc21 | x | 0.9 | 1 | 1 | 6 | 1541 | 0 | 1 | -7 | 3 | 0
COc1cc(OC)cc(C(=O)NCC(=O)N2CCC(C)CC2)c1 | -0.14 | 0.9 | 1 | -19 | 13 | 1554 | 2 | 1 | -7 | 1 | -2
OC(c1ccccc1)c1nccc2ccccc12 (stereo not given) | x | 1 | 1 | -10 | 1 | 1564 | 3 | 1 | 2 | -10 | -3
COc1ccc(CN(C(=S)Nc2ccccc2)C2CC(=O)N(c3ccccc3)C2=O)cc1 (stereo not given) | x | 0.8 | 0.9 | 0 | 16 | 1440 | -2 | 0.9 | 1 | -1 | -1
CCOC(=O)C1CCN(Cc2c(O)ccc3ccccc23)CC1 | -2.4 | 0.7 | 0.7 | -5 | 26 | 1443 | 11 | 0.4 | 8 | 7 | 8
O=C(Cn1c(CO)nc2ccccc21)NC1CCCCCC1 | -0.15 | 1 | 1.1 | -12 | 2 | 1661 | 3 | 1 | 2 | 3 | 2
CCC(c1nnnn1CCOC)N(Cc1ccc(C)cc1)Cc1cc2cc(OC)ccc2[nH]c1=O (stereo not given) | x | 0.7 | 1 | -8 | 30 | 1305 | -7 | 1.2 | -12 | -3 | -2
Cc1ccc(OCC(=O)OC2CCCN(C)C2)cc1 (stereo not given) | -0.015 | 1 | 1 | -12 | 3 | 1393 | 1 | 1 | 6 | 15 | -7
CCOCCCn1c(C)nc2c(c1=O)c1nc3ccccc3nc1n2-c1ccc(C)cc1 | x | 1 | 1 | 6 | -3 | 1832 | 0 | 1 | -1 | 0 | 9
CN(C)S(=O)(=O)N1CCN(c2cccc(Cl)c2)CC1 | x | 1 | 1 | 48 | 3 | 1646 | 4 | 1 | 9 | 0 | 4
CCN(CC)c1ccc(C=C(c2nnnn2-c2ccccc2)c2nnnn2-c2ccccc2)cc1 | -0.43 | 0.8 | 0.9 | -2 | 21 | 1305 | 6 | 0.9 | -1 | 2 | -5
CCCCN(C)C(=O)c1nc2ccccn2c1CN1CCN(c2cnccn2)CC1 | -0.044 | 0.9 | 0.9 | -18 | 7 | 1600 | 18 | 0.9 | 2 | -1 | -6
Cc1cc(F)ccc1S(=O)(=O)Nc1ncnc2sc3c(c12)CCC3 | 0.72 | 0.9 | 1.1 | 8 | 5 | 1727 | 1 | 1.1 | 2 | 2 | 10
Cc1ccc(S(=O)(=O)N2CCCC2C(=O)Nc2cc(C)on2)cc1 (stereo not given) | 0.45 | 0.8 | 1.2 | -7 | 18 | 1473 | 14 | 1.1 | 1 | -11 | -3
